Assay outcomes deposited in PubChem BioAssay by several laboratories.
P. falciparum M1AAP = P. falciparum M1AAP inhibitors, biochemical, fluorogenic H-Leu-NHMec substrate, 1536-well (AID 1445). Aminopeptidase N (Plasmodium falciparum (isolate 3D7)). recombinant M1AAP, H-Leu-NHMec fluorogenic kinetic assay; higher % means a stronger effect. one-dose inhibition, % at 30 µM; IC50 in µM for titrated hits. 0.42% of 220,000 active;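 active = primary inhibition above the hit cutoff, then over 50% inhibition at one or more dose response concentrations, cut at about 23% in these data, passing the limit was not always enough; inconclusive = conflicting primary data, or primary hits not chosen for dose response; inactive = low primary inhibition, or under 50% at every dose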;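 note: plate controls were DMSO full reaction for no effect and no enzyme background for full effect; strong numbers were not always called active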
TNAP activators = human TNAP enzyme activators, primary screen, biochemical, luminescent, no phosphate acceptor, uHTS (AID 1001); Alkaline phosphatase, tissue-nonspecific isozyme (Homo sapiens); one-dose activation fold at 20 µM; EC50 in µM for titrated hits; purified TNAP, luminescent activation assay, no phosphate acceptor; higher activation fold means a stronger effect; 0.03% of 200,000 active; in the data active = activation fold from about 3, or a potency from the dose series; inactive = the rest, 99 in 100 with activation fold below about 1.6; note: many of its hits are not listed in these tables
K1F lysis inhibition = inhibition of K1F phage lysis, E. coli UTI89, bacterial capsule biogenesis inhibitors, alamar blue (AID 488966); E. coli UTI89 K1F phage lysis, alamar blue, 2 h; higher % means a stronger effect; inhibition, % at 100 µM; hits with a dose series show IC50 in µM; 0.02% of 340,000 active;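 active = phage lysis inhibition, versus mean bacterial control, above a set limit; inconclusive = no clear call, values can overlap the other calls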;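 note: capsule biogenesis inhibitors block K1F phage lysis so surviving cells raise fluorescence; higher fluorescence means more inhibition of phage lysis; actives were called in the ten point dose series up to 300 µM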
West Nile virus CPE = West Nile virus antiviral activity, cell-based, CPE readout (AID 1621) | West Nile virus-infected cells, CPE inhibition; higher % means a stronger effect | one-dose CPE inhibition, % at 10 µM; IC50 in µM for titrated hits | 0.02% of 290,000 active; in the data active = a potency from the dose series; inconclusive = CPE inhibition mostly from about 3.7% at the one dose, without a potency; inactive = the rest, 99 in 100 with CPE inhibition below about 2.2%; note: strong numbers were not always called active
M17LAP inhibition = P. falciparum M17LAP inhibitors, primary screen, biochemical, fluorogenic H-Leu-NHMec substrate, 1536-well (AID 1619); Leucine aminopeptidase (Plasmodium falciparum (isolate 3D7)); recombinant M17LAP, H-Leu-NHMec fluorogenic kinetic assay; higher % means a stronger effect; inhibition, % at 30 µM, or IC50 in µM where a hit was titrated; 0.38% of 220,000 active;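 active = compound inhibiting the enzyme by more than half at any dose during confirmatory dose-response retesting; inconclusive = strong single-dose inhibitors picked by rank but not retested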;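 note: plate controls were full reaction with DMSO carrier for no effect and no enzyme background for full effect; strong numbers were not always called active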
human PMI inhibition = inhibitors of human PMI, primary screen, biochemical, fluorescence intensity, coupled assay (AID 1209); Mannose-6-phosphate isomerase (Homo sapiens); purified PMI enzyme, coupled fluorescence intensity; higher % means a stronger effect; one-dose inhibition, % at 20 µM; IC50 in µM for titrated hits; 0.42% of 190,000 active;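 note: plate controls were DMSO vehicle for no effect and wells lacking substrate for full effect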
RSV antiviral HEp-2 = RSV antiviral activity via CPE protection, HEp-2 cells, primary 10 µM value included (AID 2391); HEp-2 cells, RSV-induced CPE inhibition; higher % means a stronger effect; CPE inhibition, % at 10 µM, or IC50 in µM where a hit was titrated; 0.13% of 310,000 active; in the data active = a potency from the dose series; inconclusive = CPE inhibition mostly from about 23% at the one dose, without a potency; inactive = the rest, 99 in 100 with CPE inhibition below about 21%; note: strong numbers were not always called active
human PMI inhibitors = human PMI inhibitors, high substrate, primary screen, biochemical, fluorescence intensity, high mannose 6-phosphate (AID 1220) | Mannose-6-phosphate isomerase (Homo sapiens) | 0.66% of 190,000 active | inhibition, % at 20 µM; hits with a dose series show IC50 in µM | recombinant PMI enzyme, coupled fluorescence intensity; higher % means a stronger effect
T cell modulator = modulators of CD8 T cell-vesicle binding, primary screen, mouse 2C CD8+ T cells, flow cytometry; 2C CD8+ T cell-vesicle binding; active compounds read low; calls only at 7 µM; 0.068% of 330,000 active; AID 2052, 2009;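 active = response, share of CD8 T cells binding vesicles, and their 90th percentile fluorescence all below set limits, cut at about 80% in these data, passing the limit was not always enough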
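incubation = binding step 1.5 h, 37 °C, antibody labelling 20 min, ice | test system = 2C mouse CD8+ T cells | read-out basis = percent CD8+ FL2 mean versus row control | controls = Peptide-free naked vesicles (low) and QL9 vesicles with 0.7% DMSO vehicle (high) | detection = flow cytometry of vesicle-bound cells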
T cell modulator vesicle-bound % = further read-out of T cell modulator, marked with its call; double positive events, %; measured here: CD8+ vesicle-bound cell fraction;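 binding gate set so that unloaded-vesicle control wells show 10% double positive cells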
The depositor's hits bear a star; i = inactive; ? = inconclusive; nt = not tested or not shown; [ ] = dose if it differs, or a comment. Cut-off read from the data, not from the text of the source, unless noted: active = inhibition above about 50%; inactive = the rest.

SMILES	P. falciparum M1AAP	TNAP activators	K1F lysis inhibition	West Nile virus CPE	M17LAP inhibition	human PMI inhibition	RSV antiviral HEp-2	human PMI inhibitors	T cell modulator	T cell modulator vesicle-bound %
O=C(NCc1ccccc1)c1nc(S(=O)(=O)Cc2ccccc2)ncc1Cl	nt	nt	-0.3%	-0.3%	nt	nt	-2.5%	nt	i	4
O=c1cnnc(Nc2cccc(F)c2)[nH]1	3%	1	-2.6%	0.3%	1%	-15%	0.3%	-14%	i	31
CC(=O)N=c1n(C)c2ccccc2n1CCOc1ccccc1	4%	1.1	1.1%	0.1%	-3%	0%	2.7%	5%	i	44
Cc1ccc(SC/C(O)=C(\C#N)c2nc3ccccc3n2C)cc1	4%	1.1	0.1%	-0.1%	2%	3%	-0.2%	1%	i	51
O=c1cc(CN2CCC(Cc3ccccc3)CC2)nc2sccn12	4%	1.1	4.1%	0.8%	11%	-2%	0.2%	-3%	i	46
CCOC(=O)Cn1nc(C)n(-c2ccc(C(C)C)cc2)c1=O	0%	1	0.6%	-0.1%	-6%	-2%	-0.2%	7%	i	20
CCOC(=O)C1CCN(C(=O)C2COc3ccccc3O2)CC1 (stereo not drawn)	nt	nt	-0.3%	0.0%	nt	nt	-0.3%	nt	i	16
COc1ccc2[nH]c(=O)c(CN(CC3CCCO3)C(=O)Nc3ccccc3OC)cc2c1 (stereo not drawn)	11%	1.1	0.7%	0.5%	13%	10%	nt	13%	nt	nt
CCN1c2ccccc2NC2C1C(C(C)=O)C(=O)N2c1ccc(Cl)cc1 (stereo not drawn)	-1%	1.1	0.1%	-0.6%	10%	-8%	19%	30%	i	29
O=C(COc1ccccc1)Nc1ccc2c(c1)C(=O)N(CC1CCCO1)C2=O (stereo not drawn)	1%	1	1.4%	-0.2%	-2%	2%	1.7%	2%	i	25
CCOc1ncccc1C(=O)OCC(=O)c1cc(OC)ccc1OC	12%	1.1	0.0%	-0.5%	14%	-1%	4.4%	16%	i	23
Cc1cc(=S)nc(-c2ccccn2)[nH]1	0%	nt	-0.2%	0.1%	9%	nt	-0.9%	nt	i	53
Cc1ccc(C(=O)NCCNS(C)(=O)=O)cc1	-1%	1.1	0.1%	-0.1%	15%	-8%	-0.7%	-4%	i	14
CC(C)(C)C(=O)Nc1ccc(-c2cnco2)cc1	5%	nt	-0.1%	-0.2%	3%	nt	-1.3%	nt	i	30
CN(C)c1ccc(C(=O)Nc2nnc(-c3ccc(Cl)cc3)o2)cc1	11%	1.3	-0.9%	0.4%	3%	-7%	3.8%	-6%	i	29
COc1cccc(NC(=O)CN2CCC(C)CC2)c1	0%	0.9	-0.5%	-0.6%	12%	1%	-0.6%	-4%	i	19
COCCSc1ccccc1C(=O)N1CCN(c2ccccc2OC)CC1	6%	1	0.0%	-0.5%	2%	-10%	0.8%	-6%	i	19
Cc1ccc(C(=O)NN2C(=O)c3ccc(S(=O)(=O)c4ccc(C(=O)O)cc4)cc3C2=O)cc1	5%	0.9	0.9%	1.5%	8%	-4%	-2.1%	-12%	i	53
Cc1cc(OCCn2ccnc2)cc(C)c1Cl	nt	nt	1.3%	-0.9%	nt	nt	6.8%	nt	i	56
Cc1ccc(-c2nn3cnnc3c3ccccc23)cc1C	1%	1.1	-0.8%	-0.8%	-3%	-7%	3.1%	-6%	i	54
COc1ccc(NC(=O)CN(C)S(=O)(=O)c2ccc(C)cc2)c([N+](=O)[O-])c1	10%	1.1	1.3%[50 µM]	-0.4%	-1%	0%	1.7%	-2%	i	5
Cc1ccc(Nc2ncccc2C(=O)NCc2cccs2)c(C)c1	3%	1	1.3%	0.5%	5%	18%	?	12%	i	23
C1CCC(n2nnnc2CN2CCCC2)CC1	-4%	1.1	0.1%	-0.1%	-9%	-2%	-0.1%	0%	i	23
C=CCNCC(=O)Nc1sc2c(c1C(=O)Nc1ccc(OC)cc1OC)CCC2	10%	1.2	-0.1%	-1.1%	6%	-5%	3.1%	-9%	i	48
CCOc1ccc(CC(=O)Nc2ccc(NC(=O)c3ccco3)cc2)cc1OCC	-1%	0.9	0.3%	-0.4%	0%	-5%	nt	-9%	nt	nt

The list goes on; the last five above are carried over.
SMILES	P. falciparum M1AAP	TNAP activators	K1F lysis inhibition	West Nile virus CPE	M17LAP inhibition	human PMI inhibition	RSV antiviral HEp-2	human PMI inhibitors	T cell modulator	T cell modulator vesicle-bound %
COc1ccc(NC(=O)CN(C)S(=O)(=O)c2ccc(C)cc2)c([N+](=O)[O-])c1	10%	1.1	1.3%[50 µM]	-0.4%	-1%	0%	1.7%	-2%	i	5
Cc1ccc(Nc2ncccc2C(=O)NCc2cccs2)c(C)c1	3%	1	1.3%	0.5%	5%	18%	?	12%	i	23
C1CCC(n2nnnc2CN2CCCC2)CC1	-4%	1.1	0.1%	-0.1%	-9%	-2%	-0.1%	0%	i	23
C=CCNCC(=O)Nc1sc2c(c1C(=O)Nc1ccc(OC)cc1OC)CCC2	10%	1.2	-0.1%	-1.1%	6%	-5%	3.1%	-9%	i	48
CCOc1ccc(CC(=O)Nc2ccc(NC(=O)c3ccco3)cc2)cc1OCC	-1%	0.9	0.3%	-0.4%	0%	-5%	nt	-9%	nt	nt
COc1ccc(OC)c(-n2c(N)c(C(=O)NCC3CCCO3)c3nc4ccccc4nc32)c1 (stereo not drawn)	4%	1.2	0.9%	1.4%	-1%	26%	nt	18%	nt	nt
CC(C)(O)[C@H]1Cc2cc3ccc(=O)oc3cc2O1	nt	nt	0.2%	0.1%	nt	nt	-0.5%	nt	i	29
CCOC(=O)c1[nH]c2ccc(OCC)cc2c1NC(=O)CN1CCN(c2ccccc2)CC1	3%	1	1.4%	0.2%	0%	19%	0.1%	20%	i	19
COc1ccc(N2C(=NC(=O)C3CC3)SC3CS(=O)(=O)CC32)cc1Cl (stereo not drawn)	nt	nt	0.3%	-0.1%	nt	nt	1.1%	nt	i	2
CCC(=O)N1N=C(c2c(O)n(C)c(=O)n(C)c2=O)CC1c1ccccc1 (stereo not drawn)	42µM*	nt	-1.4%	-0.3%	46%	nt	nt	nt	i	60
O=C(NC(NC(=S)Nc1c(Cl)cccc1Cl)C(Cl)(Cl)Cl)OCc1ccccc1 (stereo not drawn)	13%	1.1	-2.1%[50 µM]	-2.6%	-6%	20%	18%	14%	i	50
COc1ccc(OC)c(NC(=O)CCCCCn2nnc3ccccc3c2=O)c1	nt	nt	0.3%	-0.5%	nt	nt	3.3%	nt	i	57
CCOC(=O)N1CCN(c2c(NC3CCN(Cc4ccccc4)CC3)c(=O)c2=O)CC1	5%	1.1	0.9%	0.4%	1%	9%	2.8%	15%	i	35
COC(=O)c1c(O)ccc(Oc2ccccc2)c1C(=O)OC	0%	1	0.1%	1.6%	4%	11%	1.6%	6%	i	29
COCCNC(=O)Cn1cc(S(=O)(=O)N2CCN(c3ccccc3F)CC2)c2ccccc2c1=O	-2%	1	-0.6%	-0.6%	3%	18%	3.1%	17%	i	23
Cc1noc(/C=C/N(C)C)c1S(=O)(=O)N1CCCC(C(=O)NC2CCCCC2C)C1 (stereo not drawn)	14%	1.2	0.7%	nt	11%	6%	4.4%	-5%	i	25
Cc1nc2ccccc2c(=O)n1/N=C1\C(=O)N(C)c2ccccc21	12%	0.9	nt	0.5%	-9%	nt	1.7%	nt	i	19
COc1ccc(CNC(=O)COC(=O)CN2C(=O)C(C)Oc3ccc(C)cc32)cc1 (stereo not drawn)	nt	nt	-0.3%	0.9%	nt	nt	2.8%	nt	i	37
O=C(CSc1nc2c(c(=O)n1-c1ccccc1)SCC2)NCC1CCCO1 (stereo not drawn)	nt	nt	0.2%	-0.5%	nt	nt	0.1%	nt	i	23
CC(=O)N1CCN(c2cc(N3CCc4ccccc4C3)c(F)cc2[N+](=O)[O-])CC1	4%	0.9	0.6%	-0.5%	6%	-4%	4.3%	-6%	i	8
O=C(OC1CCOC1=O)c1ccc(NS(=O)(=O)c2cccs2)cc1 (stereo not drawn)	-2%	1	0.3%	?	-1%	-10%	-0.2%	-3%	i	48
Cc1ccc(OCC(=O)NC(=S)Nc2ccc3c4c(cccc24)CC3)cc1	-12%	1.1	0.0%	0.7%	0%	0%	0.1%	0%	i	60
O=C(Cn1cc([N+](=O)[O-])nc1[N+](=O)[O-])N1CCN(c2ccccc2)CC1	nt	1.1	0.1%	-1.0%	nt	9%	2.5%	30%	i	61
CCOC(=O)c1sc(C)c2c1NC(c1ccc(N(C)C)cc1)NC2=O (stereo not drawn)	5%	1.1	0.2%	-0.4%	12%	-2%	13%	8%	i	9
CCCCn1ccnc1C(=O)c1cccc(S(=O)(=O)N2c3ccccc3CC2C)c1 (stereo not drawn)	10%	1	-0.5%	-0.3%	18%	7%	5.8%	5%	i	28
O=C(NCCc1c[nH]c2ccccc12)C(F)(F)C(F)F	4%	1.2	11%	0.4%	7%	-6%	3.5%	-1%	i	56

Three entries already listed, ordered by length of the SMILES, largest number first:
SMILES	P. falciparum M1AAP	TNAP activators	K1F lysis inhibition	West Nile virus CPE	M17LAP inhibition	human PMI inhibition	RSV antiviral HEp-2	human PMI inhibitors	T cell modulator	T cell modulator vesicle-bound %
COc1ccc(OC)c(-n2c(N)c(C(=O)NCC3CCCO3)c3nc4ccccc4nc32)c1 (stereo not drawn)	4%	1.2	0.9%	1.4%	-1%	26%	nt	18%	nt	nt
CCCCn1ccnc1C(=O)c1cccc(S(=O)(=O)N2c3ccccc3CC2C)c1 (stereo not drawn)	10%	1	-0.5%	-0.3%	18%	7%	5.8%	5%	i	28
COc1ccc(N2C(=NC(=O)C3CC3)SC3CS(=O)(=O)CC32)cc1Cl (stereo not drawn)	nt	nt	0.3%	-0.1%	nt	nt	1.1%	nt	i	2
